# Compound activity as filed in PubChem BioAssay.
# NR1D1 modulator – Rev-erb alpha (human) modulation | P20393 | Rev-erbα–FITC-DNA binding, fluorescence polarization, 90 min | 370,000 tested, 0.79% active | activity, % at 10 µM;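 active = activity above about 14%, limit read from the data; passing the limit was not always enough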;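 also: 0% = DMSO wells with 35 nM protein and 100% = DMSO wells with 750 nM protein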
# Target sequence (P20393 whole entry, looked up): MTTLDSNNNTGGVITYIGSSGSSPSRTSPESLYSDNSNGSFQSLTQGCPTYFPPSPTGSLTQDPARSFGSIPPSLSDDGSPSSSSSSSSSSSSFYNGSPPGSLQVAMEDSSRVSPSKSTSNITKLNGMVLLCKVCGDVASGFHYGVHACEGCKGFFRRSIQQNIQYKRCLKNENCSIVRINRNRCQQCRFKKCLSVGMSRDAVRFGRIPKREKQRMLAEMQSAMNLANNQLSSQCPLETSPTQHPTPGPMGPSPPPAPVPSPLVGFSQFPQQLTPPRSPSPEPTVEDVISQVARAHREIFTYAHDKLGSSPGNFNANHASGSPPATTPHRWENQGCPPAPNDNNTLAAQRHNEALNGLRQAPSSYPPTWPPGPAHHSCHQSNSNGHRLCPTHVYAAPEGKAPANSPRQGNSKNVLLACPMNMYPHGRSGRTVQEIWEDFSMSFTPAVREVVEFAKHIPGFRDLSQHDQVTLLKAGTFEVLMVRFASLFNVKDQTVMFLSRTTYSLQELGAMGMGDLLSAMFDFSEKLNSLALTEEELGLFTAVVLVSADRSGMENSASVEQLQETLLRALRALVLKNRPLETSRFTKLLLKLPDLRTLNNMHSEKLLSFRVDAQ
# HTRA1 inhibitor – HTRA1 (human) protease inhibition | Q92743 | recombinant HTRA1, FP-rhodamine activity-based probe, fluorescence polarization | inhibition, % at 5.96 µM | 340,000 tested, 0.5% active | AID 504803; in the data active = inhibition above about 36%;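 also: 0% = enzyme with DMSO and 100% = wells lacking enzyme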
# NPR1 activator – GC-A (human) enzyme activation | P16066 | HEK293 GC-A cells, cGMP TR-FRET, EC30 ANP; 0% at EC30 ANP, 100% saturating ANP | activation, % at 10 µM | 370,000 tested, 0.14% active | AID 1671463; in the data active = activation above about 40%
# ABHD4 inh – inhibitors of mouse ABHD4; inhibition, % at 8.92 µM; AID 720543; 370,000 tested, 0.54% active; purified mABHD4, FP-Rh probe fluorescence polarization;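 active = inhibition exceeding the mean over every tested compound plus 3 SD, cut at about 30% in these data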;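 also: 0% = plate median of compound wells and 100% = S159A mutant with DMSO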
#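 Assay system: mABHD4 protein; medium: HEPES pH 7.0, NaCl, Pluronic buffer; dosing: 8.92 µM, single dose; schedule: 45 min + 60 min at 25 °C; signal: FP readout, ex 525 nm / em 598 nm; read-out: normalized percent inhibition of probe labeling; repeats: single replicate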
# rCAG binder – molecules binding r(CAG) RNA repeats | 370,000 tested, 1.3% active | r(CAG) RNA repeat, TO-PRO-1 dye displacement fluorescence | inhibition, % at 3 µM;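 active = inhibition above the plate cutoff, the mean of all test compounds on that plate plus 3 SD, cut at about 35% in these data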;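 also: 0% = DMSO alone and 100% = 100 µM mitoxantrone as full dye displacement; higher means more dye released from RNA so lower well fluorescence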
# ASAP1 inh – inhibitors of human ASAP1 ArfGAP activity; 360,000 tested, 0.19% active; Q9ULH1; inhibition, % at 16.5 µM; ASAP1-stimulated ARF1 GTP hydrolysis, GDP FP detection; in the data active = inhibition above about 25%;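 also: 0% = vehicle with enzyme and substrate and 100% = no enzyme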
# GC-B act – GC-B (human) receptor activation; activation, % at 10 µM; 370,000 tested, 0.11% active; HEK293-GC-B cells, CNP EC30, cGMP TR-FRET; 0% at EC30 CNP, 100% saturating CNP;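 active = activation at 10 µM reaching about 35% in either raw or pattern-adjusted values, limit read from the data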
# SMARCA2 activ – SMARCA2 function activation, primary screen; MG213 cells, MMTV-luciferase reporter, dexamethasone, overnight; activation, % at 9.1 µM; 370,000 tested, 1% active; in the data active = activation above about 7.8%;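 also: 0% = vehicle wells and 100% = reference activator wells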
# ARFGAP1 inhibitor – inhibitors of rat ARFGAP1; Arfgap1-stimulated ARF1 GTP hydrolysis, GDP FP detection; inhibition, % at 16.5 µM; 360,000 tested, 0.26% active;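 active = inhibition above a per-plate limit, mean inhibition of low control wells plus 3 SD, cut at about 25% in these data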;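 also: 0% = DMSO wells with enzyme and 100% = wells lacking Arfgap1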
# Target sequence (Q62848 1-136 limits assumed): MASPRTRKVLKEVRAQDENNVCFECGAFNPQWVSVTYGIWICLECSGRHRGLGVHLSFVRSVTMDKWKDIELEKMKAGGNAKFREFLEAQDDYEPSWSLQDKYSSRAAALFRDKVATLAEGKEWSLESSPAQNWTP
#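 system = rat Arfgap1 catalytic domain, aa 1-136 | technique = FP, GDP Alexa 633 tracer displaced from anti-GDP antibody, 620/688 nm | compound = one concentration, 16.5 µM, DMSO 1.26% | medium = HEPES-based buffer, pH 7.5 | timing = compound-enzyme preincubation 20 min, reaction 120 min, detection 60 min, 25 °C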
# PG9 Ab binder – small molecules binding HIV-1 gp120 antibody PG9; inhibition, % at 6.7 µM; TR-FRET gp120-PG9 antibody binding; AID 624416; 360,000 tested, 0.43% active; in the data active = inhibition above about 8.5%
# An asterisk follows results filed as active; · = no result given; & = joins results of further samples. An excerpt (hit frequency here may not be typical).
SMILES,NR1D1 modulator,HTRA1 inhibitor,NPR1 activator,ABHD4 inh,rCAG binder,ASAP1 inh,GC-B act,SMARCA2 activ,ARFGAP1 inhibitor,PG9 Ab binder
C[C@H]1CC[C@@H]2N(C1)C[C@H]1[C@@H]3C[C@H]4[C@@H](CC(=O)[C@H]5C[C@@H](O)CC[C@@]54C)[C@@H]3CC[C@H]1[C@]2(C)O,-2,-2,5,1,-4,3,-1,-2,0,-1.8
CC(C)CC(=O)Nc1ccc(S(=O)(=O)N2CC3CC(C2)c2cccc(=O)n2C3)cc1 (stereo unspecified),7,2,0,-1,-1,-3,-5,-1,-2,0.2
CCOC(=O)C(O)(c1ccc(NC(=S)NC(=O)c2ccc(Cl)cc2Cl)cc1)C(F)(F)F (stereo unspecified),-1,-35,-3,-37,-1,3,-2,-5,20,-1.4
C=CCOC(=O)C1=C(C)OC(N)=C(C#N)[C@@]12C(=O)N(CC(N)=O)c1ccccc12,2,-5,8,-14,-2,0,-2,-2,1,0.2
CCCC(C)C1(CC)C(=O)NC(=Nc2ccc(OC)cc2)NC1=O (stereo unspecified),-1,-4,2,3,1,5,6,-1,-1,-0.9
O=C1NCN(c2ccccc2)C12CCN(C(c1cc3ccccc3o1)c1nnnn1-c1ccc3c(c1)OCCO3)CC2 (stereo unspecified),5,·,5,-18,14,3,-1,-2,1,-0.2
O=C(NCC1=C(c2cccc3ccccc23)C[C@@H]2CC[C@H]1N2Cc1ccco1)c1ccncc1,3,-4,-6,-7,3,21,-2,-1,8,-0.9
COc1cc(CN2CC3CC(C2)c2cccc(=O)n2C3)cc(OC)c1OC (stereo unspecified),2,0,3,4,-6,1,-6,-4,0,-0.1
O=C(Cc1cc(=O)oc2cc(O)ccc12)NN=Cc1ccc(N(CCCl)CCCl)cc1,-3,-8,-5,-6,30,-3,-6,-4,-3,-0.5
Nc1ccc(C2(c3ccc(N)cc3)CCCCC2)cc1,3,14,-4,6,-3,-5,-2,-1,-3,0.1
NP(=O)(OCCCc1ccccc1)Oc1ccccc1Cl (stereo unspecified),0,11,1,2,-5,-6,2,1,12,-0.6
CCC(=NCCO)c1c(O)n(C2CCCCC2)c(=O)[nH]c1=O,2,-1,-2,-3,-2,-7,-1,-1,5,-0.3
Cc1cc(OCC(=O)N2CCC(C(N)=O)CC2)c2c3c(c(=O)oc2c1)CCCC3,-2,-2,-2,-1,0,-14,-11,1,2,1.2
C=CCn1c(O)c(C(C)=Nc2cc(OC)ccc2OC)c(=O)[nH]c1=O,5,-1,5,10,-2,1,-7,0,2,0.3
CCSc1nnc(C(N)Cc2ccccc2)o1 (stereo unspecified),2,-1,-3,-4,-7,29*,4,1,-3,0.1
c1ccc(-c2nc3ccccc3nc2-c2ccc(CN3CCC(n4nnc5ccccc54)CC3)cc2)cc1,-4,·,0,-14,9,3,4,-3,9,-1.8
NNCc1cccc(O)c1,-3,-4,1,-2,2,4,1,2,-5,0.8
CCCCn1c(=O)c(C(=O)Nc2cnccn2)c(O)c2ccccc21,-3,1,3,-3,2,-1,5,-1,-2,-0.3
Oc1ccc2c3c1OC1[C@H](O)CC[C@@]4(O)[C@@H](C2)N(CC2CC2)CC[C@]314 (stereo partly specified),-1&3,-2&2,5&2,-1&-6,-1&0,-17&1,1&0,-4&-6,-12&6,1.6&-0.1
COC(=O)C1=C(c2ccc(OC(F)(F)F)cc2)C[C@@H]2CC[C@H]1N2C(=O)N1CCc2cc(OC)c(OC)cc2C1,2,·,-1,-1,0,3,-5,0,11,-0.3
CC12CCCCC1=NC(c1ccc(Br)cc1)N2O (stereo unspecified),-2,3,-4,-2,4,11,8,-3,-3,0.2
CC(C)(C)c1ccc(C(=O)C2CCCN(C3CCC3)C2)cc1 (stereo unspecified),1,11,0,0,-6,13,3,-1,-8,0.7
COc1ccc2c(c1)C1(C)CCN(C)CC(C1)C2O (stereo unspecified),11,3,-5,9,0,-3,1,2,-8,-0.5
O=C(/C=C/c1ccccc1)c1c(O)n(CCc2ccccc2)c(=O)[nH]c1=O,-2,3,2,-3,4,9,-2,-3,5,-0.5
CCOc1cc(C)cc2oc(=O)c3c(c12)CCCC3,27*,-3,-3,4,2,-1,-6,-1,4,-1.4
COc1ccccc1N1CCN(CCc2c[nH]c3cc4c(cc23)OCO4)CC1,-2,4,-6,11,2,-7,-6,-4,-5,-1.1
CC(=O)N1CN(C(C)=O)CN(C(C)=O)C1,-1,0,3,10,2,2,2,-1,-6,-1.6
COc1ccccc1N1C(=O)CC(=O)NC1=O,8,1,1,1,1,-2,3,2,0,0.1
CC1CCC2C(C)C(=O)OC3OC4(C)CCC1C32OO4 (stereo unspecified),2,-9,3,4,3,-5,-2,-2,-1,-1.3
Cc1cccc(N2C(=O)NC(=O)/C(=C/c3cc4c(cc3[N+](=O)[O-])OCO4)C2=O)c1,2,41*,3,39*,21,-1,4,-3,9,-1.8
COCCNC(=O)N1[C@H]2CC[C@@H]1C(C(=O)OC)=C(c1cccc(C#N)c1)C2,-3,0,3,0,-1,-7,2,0,4,0.6
CCOC(=O)c1ccccc1C(=O)OCC,6,5,8,7,2,4,2,-3,2,-0.8
N#Cc1c(/N=C/c2c(O)n(Cc3ccco3)c(=O)[nH]c2=O)sc2c1CCCC2,0,0,1,-14,26,4,4,-1,2,-1.9
O=C1/C(=C/c2cccnc2)N2CCC1CC2,1,2,5,-1,-3,13,4,-5,-8,2.4
C=CCn1c(O)c(C=Nc2ccc(N(CC)CC)cc2)c(=O)[nH]c1=O,1,36*,-2,57*,12,10,-3,-2,4,-4.5
N[C@@H](Cc1c[nH]c2ccccc12)c1nnc(SCc2ccccc2)o1,2,-7,-1,0,-3,-12,0,-1,-7,0.5
O=C1NC(=O)N(c2ccccc2)C(=O)/C1=C\C=C\c1ccccc1,-2,·,20,0,27,-3,7,-3,0,0.3
CCCC[N+]12CCC(CC1)C(C(=O)c1cccs1)C2 (stereo unspecified),0,-7,-2,5,1,5,-2,0,-6,-2.0
COc1ccc([C@@H](O)[C@@H](N)c2ccccc2)cc1,-3,·,0,-1,0,-3,-9,-1,1,-1.4
CC1(C)Cc2c(C#N)c(N3CCNCC3)nc(-c3ccco3)c2CS1,-5,-3,-8,4,10,-4,-5,0,-20,-2.1
C#C[C@]1(O)CCC2C3C(=O)C=C4C(Cl)=CCC[C@]4(C)C3CC[C@@]21C (stereo partly specified),-1,-12,13,-4,3,3,4,-3,1,-1.5
[N-]=[N+]=CC(=O)OC[C@H](N)C(=O)O,1,5,5,4,0,-2,4,-4,7,-0.3
O=C(CNC(=O)c1ccccc1Cl)Nc1ccc(Br)cc1C(=O)c1ccccc1,3,-17,-3,2,-4,-9,-5,-3,4,-0.6
COc1ccc(CN2CCCC(C(=O)c3sccc3C)C2)cc1O (stereo unspecified),1,4,-5,-6,-3,-3,-5,-4,-2,-1.8
N#Cc1ccc2nc(-c3ccc(CN4CCC(n5c(=O)[nH]c6cc(Cl)ccc65)CC4)cc3)c(-c3ccccc3)nc2c1,7,·,-3,-5,14,8,2,1,0,-2.5
C/C(=N\NP(=S)(c1ccccc1)c1ccccc1)c1ccc(O)cc1O,0,-19,-19,-6,8,4,-8,5,6,-0.3
Cc1cc(OCC(=O)N2CCC(C(=O)O)CC2)c2c3c(c(=O)oc2c1)CCCC3,3,-2,3,2,3,15,-2,1,-17,3.0
Cc1cc(O)c(CN2CC=C(c3ccccc3)CC2)cc1C(C)C,6,0,-4,0,-3,-4,2,-1,1,-1.1
Fc1ccc2c(c1)nnn2C1CCN(Cc2c(Cl)cccc2Cl)CC1,-4,2,-2,-9,-7,-4,-5,-2,-1,0.1
CCOc1ccc(-n2c(-c3ccoc3)nc3ccccc3c2=O)cc1,0,2,-3,-6,0,10,0,0,-10,-0.7
CC[C@H](C)[C@@H]1OC(=O)[C@H](C(C)C)N(C)C(=O)[C@H](C(C)C)NC(=O)[C@@H](C)[C@@H](CCCC#CBr)OC(=O)[C@H](C(C)C)N(C)C(=O)C2CCCN2C1=O (stereo partly specified),4,·,3,5,·,·,5,·,·,·
CN1CC(Br)C(=O)NC1=O (stereo unspecified),-3,10,2,0,1,10,2,1,-2,-2.9

# 12 of the compounds above, with two lines to a compound.
# Every second line gives: NR1D1 modulator | HTRA1 inhibitor | NPR1 activator | ABHD4 inh | rCAG binder | ASAP1 inh | GC-B act | SMARCA2 activ | ARFGAP1 inhibitor | PG9 Ab binder
- C[C@H]1CC[C@@H]2N(C1)C[C@H]1[C@@H]3C[C@H]4[C@@H](CC(=O)[C@H]5C[C@@H](O)CC[C@@]54C)[C@@H]3CC[C@H]1[C@]2(C)O
  -2 | -2 | 5 | 1 | -4 | 3 | -1 | -2 | 0 | -1.8
- CC(C)CC(=O)Nc1ccc(S(=O)(=O)N2CC3CC(C2)c2cccc(=O)n2C3)cc1 (stereo unspecified)
  7 | 2 | 0 | -1 | -1 | -3 | -5 | -1 | -2 | 0.2
- CCOC(=O)C(O)(c1ccc(NC(=S)NC(=O)c2ccc(Cl)cc2Cl)cc1)C(F)(F)F (stereo unspecified)
  -1 | -35 | -3 | -37 | -1 | 3 | -2 | -5 | 20 | -1.4
- C=CCOC(=O)C1=C(C)OC(N)=C(C#N)[C@@]12C(=O)N(CC(N)=O)c1ccccc12
  2 | -5 | 8 | -14 | -2 | 0 | -2 | -2 | 1 | 0.2
- CCCC(C)C1(CC)C(=O)NC(=Nc2ccc(OC)cc2)NC1=O (stereo unspecified)
  -1 | -4 | 2 | 3 | 1 | 5 | 6 | -1 | -1 | -0.9
- O=C1NCN(c2ccccc2)C12CCN(C(c1cc3ccccc3o1)c1nnnn1-c1ccc3c(c1)OCCO3)CC2 (stereo unspecified)
  5 | · | 5 | -18 | 14 | 3 | -1 | -2 | 1 | -0.2
- O=C(NCC1=C(c2cccc3ccccc23)C[C@@H]2CC[C@H]1N2Cc1ccco1)c1ccncc1
  3 | -4 | -6 | -7 | 3 | 21 | -2 | -1 | 8 | -0.9
- COc1cc(CN2CC3CC(C2)c2cccc(=O)n2C3)cc(OC)c1OC (stereo unspecified)
  2 | 0 | 3 | 4 | -6 | 1 | -6 | -4 | 0 | -0.1
- O=C(Cc1cc(=O)oc2cc(O)ccc12)NN=Cc1ccc(N(CCCl)CCCl)cc1
  -3 | -8 | -5 | -6 | 30 | -3 | -6 | -4 | -3 | -0.5
- Nc1ccc(C2(c3ccc(N)cc3)CCCCC2)cc1
  3 | 14 | -4 | 6 | -3 | -5 | -2 | -1 | -3 | 0.1
- NP(=O)(OCCCc1ccccc1)Oc1ccccc1Cl (stereo unspecified)
  0 | 11 | 1 | 2 | -5 | -6 | 2 | 1 | 12 | -0.6
- CCC(=NCCO)c1c(O)n(C2CCCCC2)c(=O)[nH]c1=O
  2 | -1 | -2 | -3 | -2 | -7 | -1 | -1 | 5 | -0.3
